# Fibroblast inh = blocks proliferation of human lung fibroblasts; LL 47 human lung fibroblast viability, ATP luminescence; active compounds read low; viability, % at 10 µM; 1.1% of 85,000 active;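 active means viability at or below 50% in the single dose screen; inactive means viability above 50%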;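 further: compound exposure lasted 72 h before the ATP readout; 100% = median luminescence of untreated cell-only wells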
#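 Material: human LL 47 lung fibroblast cells; quantity: 1,150 cells/well; medium: IMEM plus 15% FBS; doses: 0.1% DMSO in all compound wells; timing: overnight attachment after seeding, then 72 h compound exposure at 37 °C; detection: CellTiter-Glo luminescence; measure: % viability of median cell-only signal; controls: cell-only wells, no compound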
# HUVEC inhibit = inhibitors of human endothelial cell proliferation; HUVEC proliferation, CellTiter-Glo luminescence, 72 h; active compounds read low; 1.1% of 86,000 active; viability, % at 10 µM (by protocol);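 active means viability at or below 30%; inactive means viability above 30%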;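 further: 100% = median luminescence of DMSO-only cell control wells on each plate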
# hDAT+cocaine = changed human dopamine transporter uptake under cocaine IC80. Q01959. LLC-PK1 hDAT cells, [14C]-dopamine uptake with cocaine IC80; actives deviate in either direction. B-score at 10 µM. 1.3% of 110,000 active;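 active means Z score or B-score, a plate-position-corrected score, falls beyond the plate's 99.7% confidence bounds, in either direction; inactive means both scores lie inside the 99.7% bounds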;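 further: scored against the spread of the other compound wells on the same plate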
# Target sequence (Q01959 whole entry, looked up): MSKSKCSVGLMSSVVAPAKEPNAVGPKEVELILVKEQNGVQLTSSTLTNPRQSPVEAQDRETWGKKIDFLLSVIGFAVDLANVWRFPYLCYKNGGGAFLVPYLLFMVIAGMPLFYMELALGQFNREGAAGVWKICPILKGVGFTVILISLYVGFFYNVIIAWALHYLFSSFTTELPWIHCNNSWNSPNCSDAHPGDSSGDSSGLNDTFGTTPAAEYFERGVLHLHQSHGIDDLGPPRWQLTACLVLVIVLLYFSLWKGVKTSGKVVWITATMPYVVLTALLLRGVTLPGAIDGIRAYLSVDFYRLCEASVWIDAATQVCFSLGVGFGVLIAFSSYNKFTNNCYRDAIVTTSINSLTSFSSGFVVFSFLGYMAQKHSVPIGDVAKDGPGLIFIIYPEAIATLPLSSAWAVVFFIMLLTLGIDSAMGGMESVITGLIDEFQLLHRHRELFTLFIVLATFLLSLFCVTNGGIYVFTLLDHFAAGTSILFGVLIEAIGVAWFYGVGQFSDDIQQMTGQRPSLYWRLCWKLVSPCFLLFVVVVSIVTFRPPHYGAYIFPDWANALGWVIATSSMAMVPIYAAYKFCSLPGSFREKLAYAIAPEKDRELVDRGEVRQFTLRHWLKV
# PostGolgi ctrl = growth of the yeast control strain, post-Golgi counter-screen. efflux-deficient yeast background strain, growth absorbance A615, 16 h. inhibition, % at 10 µM. 5% of 98,000 active. AID 738
# S1P2 antag = blocks the human S1P2 receptor; O95136; cell-based S1P2 antagonist assay, inhibition at 5 uM; inhibition, % at 5 µM; 0.21% of 97,000 active; in the data active means inhibition above about 45%;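 further: CRE beta-lactamase reporter cells expressing human S1P2 stimulated with S1P; 0% = agonist at EC80 alone and 100% = agonist plus reference antagonist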
# Target sequence (O95136 whole entry, looked up): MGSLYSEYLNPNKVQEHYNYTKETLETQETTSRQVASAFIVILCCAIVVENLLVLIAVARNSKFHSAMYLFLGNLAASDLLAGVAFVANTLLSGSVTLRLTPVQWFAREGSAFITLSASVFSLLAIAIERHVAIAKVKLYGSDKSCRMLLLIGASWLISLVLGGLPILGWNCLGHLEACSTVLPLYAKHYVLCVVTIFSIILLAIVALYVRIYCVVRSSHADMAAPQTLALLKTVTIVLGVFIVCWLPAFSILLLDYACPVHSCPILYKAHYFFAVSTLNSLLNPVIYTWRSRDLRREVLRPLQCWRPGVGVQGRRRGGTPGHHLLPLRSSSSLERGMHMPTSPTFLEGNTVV
# E coli WT exp = blocks growth of wild type E. coli BW25113; AID 710; OD600 absorbance; growth inhibition, % at 100 µM; 0.15% of 98,000 active;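 active means growth inhibition above about 50% at one test dose, limit read from the data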;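 further: growth measured after 20 h incubation at 37 °C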
# S1P2 ag = agonists of human S1P2 receptor; O95136; S1P2-expressing cell line, agonist reporter read-out; activation, % at 4.5 µM; 0.46% of 97,000 active; AID 729; in the data active means activation above about 16%;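 further: 0% = vehicle low control and 100% = maximal reference agonist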
# PostGolgi yeast = growth inhibition of a yeast mutant, post-Golgi transport screen; post-Golgi transport phenotypic cell assay; AID 739; 0.9% of 98,000 active; inhibition, % at 10 µM;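 further: yeast cells grown in 1536-well plates; yeast grown about 18 h at 30C before absorbance read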
# H69AR inhibit = growth inhibitors of human H69AR lung tumor cells; H69AR lung tumor viability, ATP luminescence, 72 h; active compounds read low; AID 598; viability, % at 10 µM; 6% of 85,000 active;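 active means viability at or below 40%; inactive means viability above 40%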;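 further: multidrug resistant small cell line overexpressing MRP-1 efflux transporter; 100% = mean luminescence of untreated control wells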
# * = called active by the depositor; . = not tested or not shown; & = joins results of further samples. Unless noted, no stated cut-off is given here; in the data, active means inhibition above about 30%; inactive means the rest.
SMILES,Fibroblast inh,HUVEC inhibit,hDAT+cocaine,PostGolgi ctrl,S1P2 antag,E coli WT exp,S1P2 ag,PostGolgi yeast,H69AR inhibit
O=C(Nc1ccc2oc(-c3ccccc3F)nc2c1)c1ncn[nH]1,.,.,1.6,1,-2,-3,-2,-2,.
COc1ccc(-n2c(C)nnc2SCC(=O)N2C(C)CCCC2C)cc1 (configuration not stated),100,98,1.3,-3,3,-2,-7,0,96
COc1ccc(N(CC(=O)Nc2ccc3c(c2)OCCO3)S(=O)(=O)c2cccnc2)cc1,.,.,-0.22,6,.,-1,.,-3,.
CCN(CC)S(=O)(=O)c1cc([N+](=O)[O-])ccc1NNC(=O)Nc1ccccc1OC,93,87,0.24,10,4,-12,-4,-2,89
CC(=O)[C@@]1(O)CC[C@H]2[C@@H]3C[C@H](C)C4=CC(=O)C=C[C@]4(C)[C@@]3(F)[C@@H](O)C[C@@]21C,95,102,0.046,.,.,.,.,.,91
Cn1c2ccccc2c2cc(C(=O)OCC(=O)N3CC(=O)Nc4ccccc43)sc21,94,44,1.3,17,8,-5,-8,8,44
Cc1cc(C)c(C2C(C#N)=C(N)Oc3n[nH]c(C)c32)cc1CN1CCOCC1 (configuration not stated),112,95,-0.58,8,7,-6,-6,-15,95
CCOC(=O)N1CCN(C(=O)CCn2nc(-c3ccc(Cl)cc3)ccc2=O)CC1,106,99,0.7,7,17,2,-1,-3,77
COc1nccc(Nc2ccccc2)c1C#N,105,95,-0.88,6,1,4,-2,10,87
CCc1ccc(-c2cc(C(F)(F)F)n3nc(C(=O)Nc4cnn(Cc5ccc(C)cc5)c4)cc3n2)s1,.,.,-1.3,-8,8,-6,6,-10,.

# 3 of the entries above in order of the hDAT+cocaine value, low to high:
molecule,hDAT+cocaine
COc1nccc(Nc2ccccc2)c1C#N,-0.88
COc1ccc(N(CC(=O)Nc2ccc3c(c2)OCCO3)S(=O)(=O)c2cccnc2)cc1,-0.22
CCN(CC)S(=O)(=O)c1cc([N+](=O)[O-])ccc1NNC(=O)Nc1ccccc1OC,0.24

# More entries:
SMILES,Fibroblast inh,HUVEC inhibit,hDAT+cocaine,PostGolgi ctrl,S1P2 antag,E coli WT exp,S1P2 ag,PostGolgi yeast,H69AR inhibit
COc1ccc(N2CCN(C(=O)CSc3nnnn3-c3ccc4c(c3)OCCO4)CC2)cc1,97,95,-0.3,5,3,-9,-6,-6,78
CC1(C)CC(=O)C(CC(=O)NC(=O)NCc2ccccc2)=C(O)C1,97,95,0.17,.,-2,.,-1,.,100
NCCCC(=O)N1c2ccccc2Sc2ccccc21,93,85,-0.75,13,2,10,-3,2,98
COc1ccccc1NC(=O)c1ccccc1-c1nc(-c2ccccc2OC)no1,88,84,0.37,8,10,-7,-3,4,68
Cc1[nH]c(-c2ccco2)nc1C(=O)O,94,84,-0.027,2,9,-12,-1,2,86
Cc1sc(NC(=O)c2cc3ccccc3oc2=O)c(C(=O)OC(C)C)c1-c1ccccc1,.,.,-0.0043,6,9,-1,-2,6,.
COCCCNC(=O)/C=C/c1cccc(Cl)c1,.,.,0.13,-1,-3,2,-4,13,.
O=C(Nc1cc(Cl)c(O)c(Cl)c1)C1CCCO1 (configuration not stated),101,97,-0.17,0,19,-3,-8,-4,94
Nc1c(-c2cccs2)cnn1-c1nc(-c2ccc(F)cc2)cs1,.,.,-0.036,-3,3,-2,-4,-11,.
Cc1nc(C)c(C(=O)N/N=C/c2c[nH]c3ccccc23)s1,.,.,1.9,1,-26,-5,-3,2,.
CCS(=O)(=O)Nc1ccc(C(=O)CC2(O)C(=O)Nc3ccccc32)cc1 (configuration not stated),100,101,-0.52,-11,-10,-5,0,11,81
CC1CCN(C(=O)Cn2cc(C(=O)C3CC3)c3ccccc32)CC1,94,93,-0.043,.,-1,.,-7,.,67
Cc1cccc(-n2c(C)nc3c(cnn3-c3ccc(F)cc3)c2=O)c1,95,86,-0.77,33*,18,7,-1,-4,101
COc1ccc(Cl)cc1NC(=O)c1cccnc1,104,108,0.23,4,-2,3,-4,23,100
Nc1nc(CSc2nnnn2-c2ccccc2)nc(N2CCCc3ccccc32)n1,96,70,-1.2,57*,-7,-3,-5,4,28*
O=C1CSC(=Nc2ccccc2Cl)N1,97,101,-0.14,3,14,-9,0,1,98
Cc1cc(C)c(NC(=O)C(C)(C)C)c(Cl)c1,93,100,-0.57,6,.,0,.,23,99
O=C(O)c1cc2sccc2s1,104,93,-0.9,1,9,-20,-2,-11,93
Cc1cccc2cc(/C=C3\N=C(c4ccccc4)OC3=O)c(N3CCOCC3)nc12,.,.,0.024,22,-6,5,-4,5,.
COc1ccccc1-c1nnc(SCc2nc3ccccc3[nH]2)n1C,104,93,0.35,2,12,-9,-3,-11,79
COc1ccc(CCNC(=O)C2CCN(C(=O)N(C)C)CC2)cc1OC,105,83,-0.27,5,2,11,-6,1,99
COc1cc2[nH]c(=O)n(CCCCCC(=O)NCCCN3CCOCC3)c(=O)c2cc1OC,.,.,0.58,16,.,-5,.,4,.
Cc1nnc2sc(-c3csc4c3CCCC4)nn12,102,50,3.4*,10,-26,2,-5,11,88
COc1ccc(-c2nc(-c3ccccc3)c(-c3cc([N+](=O)[O-])ccc3C)[nH]2)cc1OC,95,73,1.5,4,-13,-12,-5,3,62
COc1ccccc1NC(=O)N1CCc2[nH]c3ccc(F)cc3c2C1,99,94,0.16,5,10,-11,-4,1,76
OCCNc1nc(-c2ccccc2)c2ccccc2n1,92,87,.,-1,-19,7,-7,8,90
O=C(CCn1cnc2ccccc2c1=O)Nc1ccc2c(c1)OCCO2,100,96,-0.055,5,-8,-3,1,-4,84
Cc1cc(C)c(C#N)c(N2CCN(CCOc3ccc(Cl)cc3)CC2)n1,102,72,1.2,32*,13,7,-3,2,75
Cc1ccc(NC(=O)CSc2nc3ccccc3c(=O)n2CCCC(=O)N2CCCC2)cc1,77,61,-0.14,6,8,-6,-1,-12,15*
CCn1c(C)nc2cc(C(=O)OCCC(F)(F)F)ccc21,96,107,-0.22,15,.,-1,.,5,96
N/C(=N/OCC(=O)Nc1cccc2ccccc12)c1nonc1N,.,.,0.58,4,8,6,-4,4,.
COc1ccc(Oc2ccccc2C=O)cc1,.,.,0.02,5,1,3,-9,5,.
COc1cc(-c2nnc(COC(=O)c3cc(C)nc4ccc(C)cc34)o2)cc(OC)c1OC,97,88,0.0024,9,-37,-4,27*,-3,78
CCOC(=O)c1ccc(NC(=O)c2cnccn2)cc1,100,96,-0.73,-7,-22,4,-1,8,71
COc1ccc(-c2cn3nc4c(nc3n2)CCCC4)cc1,97,83,.,1,5,-13,-6,-7,70
COc1ccc(C2C(C#N)=C3NC(=O)c4c(sc5c4CCCCC5)N3C3=C2C(=O)CC(C)(C)C3)cc1 (configuration not stated),.,.,2.3*,36*,10,-5,-10,7,.
COCCCNc1nc2c(c(=O)[nH]c(=O)n2C)n1CC(O)COc1cccc(C)c1 (configuration not stated),103,101,0.28,-6,3,-6,-6,2,84
COC(=O)c1ccc(-c2ccco2)n1Cc1nc(-c2ccc(OC)c(OC)c2)oc1C,89,81,0.48&0.97,-1,.,-8,.,-5,36*
Cn1nnnc1SCc1nc2ccccc2[nH]1,101,107,-0.15,10,9,11,-6,2,91
COc1ccccc1N1CCN(C(=O)COc2ccc(C)cc2Br)CC1,95,103,0.37,35*,1,-9,-1,-1,49

# The last 2 entries of the part before are carried over, then new ones follow:
SMILES,Fibroblast inh,HUVEC inhibit,hDAT+cocaine,PostGolgi ctrl,S1P2 antag,E coli WT exp,S1P2 ag,PostGolgi yeast,H69AR inhibit
Cn1nnnc1SCc1nc2ccccc2[nH]1,101,107,-0.15,10,9,11,-6,2,91
COc1ccccc1N1CCN(C(=O)COc2ccc(C)cc2Br)CC1,95,103,0.37,35*,1,-9,-1,-1,49
Cc1cc(C)cc(Oc2ccccc2/C=N\O)c1,.,.,0.021,13,-3,2,-2,25,.
CN(C)c1ccnc(Oc2ccc(Cl)cc2)c1C#N,.,.,2.5,25,3,4,-6,10,.
O=C(Nc1nc2cc3c(cc2s1)OCCO3)c1cccc(S(=O)(=O)N2CCOCC2)c1,113,101,.,.,1,.,-2,.,80
O=C(CSc1nc(-c2ccccc2)cs1)NCc1ccco1,105,99,0.32,4,6,10,-7,4,95
O=C(Nc1cccc2c1CCCC2)c1ccncc1,91,91,-0.8,.,12,.,-4,.,109
C=CCN1C(=O)C2(c3ccccc31)C1CCCC=C1C(C#N)=C(N)C2(C#N)C#N (configuration not stated),99,76,0.72,6,26,-7,-12,2,69
Cc1ccc(S(=O)(=O)Nc2cc(NC(=O)CN3CCOCC3)ccc2Cl)cc1,94,89,-0.26,-8,-5,11,-3,0,81
CC(Cc1cccs1)NC(=O)Nc1ccc(Cl)c(Cl)c1 (configuration not stated),106,56,.,69*,5,20,-6,-4,26*
Cc1cc(NC(=O)NC(=O)c2ccc(F)cc2F)n[nH]1,100,84,0.13,4,11,0,-7,-2,98
Cc1ccc(C)c2c1cc(C)c1nnc(SCc3ccccn3)n12,.,.,-0.46,90*,-14,5,-6,36*,.
CCN(CC)c1ccc(-c2nnc(SCC(=O)Nc3ccccc3C#N)n2-c2ccccc2)cc1,73,72,0.23,7,-3,-1,-7,-5,47
O=C(CCN1C(=O)COc2ccccc21)NCCC1=CCCCC1,113,94,-0.47,15,.,9,.,0,104
CC(NC(=O)Cc1cccs1)c1ccc2c(c1)OCO2 (configuration not stated),102,121,-0.94,37*,-3,9,0,12,95
COC(=O)CSC1=C(C#N)C(c2ccsc2)CC(=O)N1 (configuration not stated),93,69,0.58,.,-15,.,-7,.,38*
O=C(OCC(=O)c1cccs1)c1cccc(C(=O)OCC(=O)c2cccs2)n1,.,.,-0.0012,4,12,-4,-3,3,.
COc1ccccc1/C=N/NC(=O)CC(=O)Nc1ccc(Cl)c(Cl)c1,.,.,-0.0084,20,15,-4,-6,-5,.
N#CCC(=O)NCC1(c2ccccc2)CCCC1,99,90,-0.058,17,2,10,-2,-7,92
COC(=O)c1sccc1NC(=O)C1CC2CCC1C2 (configuration not stated),98,106,-1.1,-4,-33,-9,-4,-4,89
N#Cc1ncc(C(F)(F)F)cc1Sc1ccccc1N,111,108,0.38,-9,-22,3,-1,11,90
O=C1COc2ccc(-c3csc(NCC4CCCO4)n3)cc2N1 (configuration not stated),93,93,-0.24,16,.,3,.,-2,90
O=C(COC(=O)c1ccccc1NC(=O)c1ccco1)NCc1ccc2c(c1)OCO2,104,82,-0.79,-2,-2,3,0,17,94
COc1ccccc1N1C(N)=NC(N)=NC1(C)C,96,106,-0.44,-4,4,0,-5,0,98
Cc1nc(-c2ccccc2)sc1C(=O)/C=C/c1ccccc1,.,.,.,20,-1,-7,-1,-7,.
CCC(C(=O)Nc1nccs1)c1ccccc1 (configuration not stated),96,86,-1.3,0,.,4,.,-3,105
Cc1cc(=O)[nH]c(SCc2cc(=O)n3nc(C)sc3n2)n1,103,103,0.15,-11,-11,9,-3,1,89
Cc1cccc(C(=O)N2CCN(C(=O)c3cccc(C)c3)C(C)C2)c1 (configuration not stated),100,97,0.37,-4,13,1,-6,4,102
COc1ccccc1C(=O)N(Cc1ccco1)C1CCS(=O)(=O)C1 (configuration not stated),101,93,-0.84,7,32,3,-12,12,92
COc1ccc(S(=O)(=O)N2CCC(C(=O)Nc3c(F)cccc3F)CC2)cc1,.,.,-0.46,25,.,0,.,-2,.
Nc1ccc(-n2nncc2-c2ccc(Cl)cc2)cc1,.,.,0.16,-10,-5,-12,0,-8,.
O=C(NCCO)c1ccc2c(c1)S(=O)(=O)c1ccccc1C2=O,100,98,0.054,6,1,-5,-3,2,90
COc1ccccc1CNC(=O)/C=C/c1cc2c(cc1Br)OCO2,.,.,-0.28,-6,-1,-3,-6,-4,.
CCCCc1nnc(NC(=O)CSc2nc(=O)cc(N)n2-c2ccccc2)s1,104,98,-0.039,9,11,-8,-11,25,101
